# High-throughput results: PubChem BioAssay, several laboratories
# KOR beta-arrestin-1: kappa opioid receptor activators – cell-based, luminescence, uHTS, primary screen (AID 1777) | hit rate 0.02% among 280,000 | KOR beta-arrestin recruitment, luminescence; higher % means a stronger effect | one-dose activation, % at 10 µM; EC50 in µM for titrated hits; in the data active = activation above about 50%, passing the limit was not always enough; also: a part of the inactive calls stands beside numbers as strong as those of hits
# GPR55 activation: selective activators of receptor GPR55 – imaging, U2OS cells, beta-arrestin-GFP redistribution, primary screen (AID 1961). one-dose activation, % at 10 µM; EC50 in µM for titrated hits. hit rate 0.048% among 290,000. U2OS GPR55 beta-arrestin-GFP redistribution imaging; higher % means a stronger effect;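 active = activation above 40% with more than 50 cells counted in the well; inconclusive = wells holding fewer than 50 cells, flagged as toxic or sparse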;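 also: U2OS osteosarcoma cells stably expressing GPR55 and beta-arrestin-GFP; plate controls were DMSO negative control for no effect and LPI positive control for full effect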
# NOD2 inhibition: NOD2 signaling inhibitors, cell-based, luminescence, uHTS, HEK293 (AID 1566); HEK293 NOD2/NF-kB luciferase reporter, luminescence; higher % means a stronger effect; inhibition, % at 4 µM; hits with a dose series show EC50 in µM; hit rate 0.63% among 290,000; also: many of its hits are not listed in these tables
# KOR beta-arrestin-2: kappa opioid receptor blockers – cell-based, luminescence, uHTS (AID 1778) | one-dose inhibition, % at 10 µM; IC50 in µM for titrated hits | KOR beta-arrestin recruitment, luminescence, antagonist mode; higher % means a stronger effect | hit rate 0.091% among 290,000; also: strong numbers were not always called active
# M1AAP inhibition: P. falciparum M1AAP inhibitors, biochemical, fluorogenic H-Leu-NHMec substrate, 1536-well (AID 1445); recombinant M1AAP, H-Leu-NHMec fluorogenic kinetic assay; higher % means a stronger effect; inhibition, % at 30 µM; hits with a dose series show IC50 in µM; hit rate 0.42% among 220,000;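 active = primary inhibition above the hit cutoff, then over 50% inhibition at one or more dose response concentrations, cut at about 23% in these data, passing the limit was not always enough; inconclusive = conflicting primary data, or primary hits not chosen for dose response; inactive = low primary inhibition, or under 50% at every dose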;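 also: plate controls were DMSO full reaction for no effect and no enzyme background for full effect; strong numbers were not always called active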
# Dynein cargo inh: dynein cargo transport inhibition | 3617.4 mouse cells, GR-EGFP nuclear translocation imaging; test concentration mostly 20 µM; stimulated with dexamethasone, 1 µM; stronger effect = lower value | z-score, hits read low | hit rate 0.47% among 220,000 | AID 1381;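 active = plate z-score of nuclear minus cytoplasmic receptor signal below a set negative limit, without overly bright fluorescence or cell loss, cut at about -3.5 in these data, passing the limit was not always enough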;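 also: z-score of nuclear minus cytoplasmic ring GR-EGFP intensity difference per well; some compounds called inactive have numbers as strong as hits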
#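 Buffer or medium: tet-free medium with charcoal-stripped serum / Also added: dexamethasone agonist, 1.0 µM final, for 30 min / Timing: induction 48 h, compound 1 h, agonist 30 min / Measured by: high-content fluorescence imaging after fixation / Read-out: nuclear-to-cytoplasmic GR-EGFP distribution per well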
# AID2073: disruptors of CaV2.2 binding to Mint1 – biochemical, HTRF (AID 2073). HTRF protein-protein interaction, Mint1-CaV2.2; higher % means a stronger effect. one-dose inhibition, % at 20 µM; IC50 in µM for titrated hits. hit rate 0.19% among 290,000; in the data active = inhibition mostly above about 51%, no sharp cut-off; inconclusive = no clear call, values can overlap the other calls; inactive = mostly below about 53%; also: some results filed as inactive read as strong as hits
# M17LAP inhibition: P. falciparum M17LAP inhibitors, primary screen, biochemical, fluorogenic H-Leu-NHMec substrate, 1536-well (AID 1619). hit rate 0.38% among 220,000. inhibition, % at 30 µM; hits with a dose series show IC50 in µM. recombinant M17LAP, H-Leu-NHMec fluorogenic kinetic assay; higher % means a stronger effect;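 active = compound inhibiting the enzyme by more than half at any dose during confirmatory dose-response retesting; inconclusive = strong single-dose inhibitors picked by rank but not retested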;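 also: plate controls were full reaction with DMSO carrier for no effect and no enzyme background for full effect; strong numbers were not always called active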
# NOD1 NF-kB reporter: NOD1 signaling inhibitors, primary screen, cell-based, luminescence, uHTS (AID 1578); NOD1-driven NF-kB luciferase reporter cells, luminescence; higher % means a stronger effect; one-dose inhibition, % at 4 µM; EC50 in µM for titrated hits; hit rate 1% among 290,000; in the data active = inhibition mostly above about 36%, no sharp cut-off; inactive = mostly below about 34%;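 also: HEK-293T reporter cells stimulated with the NOD1 agonist gamma-tri-DAP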
# Dynein cargo inh cytoplasmic EGFP: recorded beside Dynein cargo inh, whose call it bears; z-score; measured here: cytoplasmic GR-EGFP intensity; stronger effect = higher value
# Dynein cargo inh nuclear GR-EGFP: further read-out of Dynein cargo inh, marked with its call; z-score; measured here: nuclear GR-EGFP intensity;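 lower value marks the stronger effect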
# Dynein cargo inh cell count: further read-out of Dynein cargo inh, marked with its call; z-score; measured here: cell count per field
# * marks the source's active call; other numbers are inactive results; u = inconclusive; x = not tested or not shown; [ ] = remark or other dose. Rule as the data show it, unless noted: active = inhibition above about 50%; inactive = the rest. Some of the compounds tested; the hit share may differ from the screen's.
compound	KOR beta-arrestin-1	GPR55 activation	NOD2 inhibition	KOR beta-arrestin-2	M1AAP inhibition	Dynein cargo inh	Dynein cargo inh cytoplasmic EGFP	Dynein cargo inh nuclear GR-EGFP	Dynein cargo inh cell count	AID2073	M17LAP inhibition	NOD1 NF-kB reporter
Cc1cc(NC(=O)c2ccc(N3CCCC3)c([N+](=O)[O-])c2)no1	-1.7%	0.6%	13%	7%	-2%	0.51	-0.35	-0.05	0.43	36%	7%	-37%
COc1ccccc1S(=O)(=O)Cc1ccc(C(=O)NC(C)c2ccc3c(c2)OCCO3)o1 (centres undefined)	3.7%	0.0%	-2%	4%	1%	0.4	-0.23	0.41	0.83	-3%	14%	-21%
COc1cc(OC)cc(C(=O)NCCOC23CC4CC(CC(C4)C2)C3)c1	-3.7%	-0.2%	5%	12%	5%	-0.069	-0.26	0.6	0.24	2%	-10%	-23%
COc1ccc(S(=O)(=O)NC2CC(C)(C)NC(C)(C)C2)c(C)c1C	-2.7%	-0.1%	3%	20%	18%	-0.74	-0.19	-0.32	0.64	-1%	8%	-27%
COc1ccc(C(=O)NNC(=O)c2ccc(S(=O)(=O)N3CCOCC3)cc2)cc1	-1.9%	-0.2%	18%	-3%	3%	-0.4	-0.37	-0.72	1.1	-8%	10%	-11%
COc1cccc(C(=O)Nc2ccc(F)c(F)c2F)c1	2.2%	0.5%	-55%	-14%	8%	-0.29	-0.25	-0.34	-0.13	-4%	5%	-20%
CCOCc1nnc(NC(=O)c2ccc(OC)cc2)s1	0.7%	0.2%	-14%	-8%	8%	0.78	-0.21	0.33	-0.72	8%	3%	-32%
CCCCNS(=O)(=O)c1ccc2nc(-c3cccnc3)cc(C(=O)NCCCOCC)c2c1	-4.8%	-0.4%	19%	-7%	-1%	-0.07	-0.14	0.27	-0.11	14%	1%	-11%
O=C(Nc1ncc(Cc2cccc(Cl)c2)s1)C1CCCO1 (centres undefined)	-0.5%	-0.1%	-67%	13%	0%	-0.35	-0.12	0.12	0.64	0%	-2%	-6%
O=C(NNS(=O)(=O)c1ccc(F)cc1)c1cc(Cl)ccc1O	-3.5%	0.3%	3%	16%[20 µM]	x	x	x	x	x	5%	x	-40%
COC(=O)[C@H](CCSC)NC(=O)Nc1ccc(C)cc1	-7.4%	-0.2%	6%	9%	2%	-0.88	-0.2	-0.17	0.28	-4%	-2%	4%
C=CCN(C(=O)c1cccc(S(=O)(=O)N2CCN(C)CC2)c1)c1nc(-c2ccccc2)cs1	-1.9%	0.3%	14%	-40%	-9%	-1.4	1.2	-0.56	0.3	4%	-1%	9%
O=C(/C=C/c1cccc(Cl)c1)NCc1ccccc1	0.3%	0.0%	10%	-6%	4%	1.3	-0.12	1.6	-1.6	2%	-6%	-38%
Cc1onc(-c2c(Cl)cccc2Cl)c1NC(=O)NNc1ccccn1	-1.0%	1.0%	13%	-5%	0%	0.29	-0.24	0.13	-0.63	-1%	5%	1%
CC(C)c1ccc(OCc2nc(-c3ccccn3)no2)c(Br)c1	-1.7%	-0.1%	-220%	32%	4%	-0.23	-0.15	0.2	0.14	-1%	11%	-53%
Cc1cccc(C)c1OCc1cc(C(=O)N(Cc2nccn2C)C(C)C)no1	3.2%	-0.1%	13%	-31%	x	x	x	x	x	25%	x	-13%
CC(=O)c1cccc(NS(C)(=O)=O)c1	-4.2%	0.0%	7%	-16%	6%	-0.13	-0.18	-0.37	0.13	-2%	14%	-45%
Cc1ccc(-c2ccc(=O)n(Cc3cccc(Br)c3)n2)cc1	-2.0%	0.5%	38%	-15%	x	x	x	x	x	0%	x	1%
CC1(C)CC2(CC(c3ccccc3F)c3ccc(O)c(O)c3O2)NC(=S)N1 (centres undefined)	0.9%	0.0%	12%	-16%[20 µM]	6%	-1.1	-0.26	-0.26	1	15%	25%	-34%
CC1(C)NC(=O)N(CC(=O)O)C1=O	-6.0%	0.2%	0%	x	5%	-0.38	-0.26	-0.12	0.74	-6%	6%	6%
Cc1nn(C)cc1NC(=O)c1ccc(Br)o1	2.7%	0.3%	13%	-4%	1%	2.4	-0.24	0.99	-1.6	0%	8%	-10%
COc1cc(C(C)=O)ccc1OCCCN1CCC(Cc2ccccc2)CC1	1.0%	-0.1%	-29%	2%	x	x	x	x	x	6%	x	-24%
CCCN1Cc2cccc(C(=O)Nc3ccc(-c4nc5ccccc5[nH]4)cc3)c2C1=O	9.1%	0.8%	20%	-13%	7%	-0.75	-0.26	-0.61	0.97	16%	3%	-22%
COc1nc(SC)nc(Cl)c1Cc1ccc(OC(C)C)cc1	5.0%	0.6%	-4%	-21%	-2%	0.65	0.16	-0.093	-0.4	9%	11%	-9%
CCCC1CCC(c2ccc(C(=O)NN)cc2)CC1 (centres undefined)	-0.9%	u	5%	29%	-1%	0.12	-0.33	-0.24	1.4	2%	12%	-33%
O=C(CN1C2=NCCCN2c2ccccc21)c1ccc(Br)s1	-4.2%	0.2%	-7%	-20%	6%	3.1	-0.21	2.4	-0.99	-5%	1%	-26%
COc1ccc(/C=N/NS(=O)(=O)c2ccc(C)cc2)cc1OC(=O)c1ccc(C)cc1	7.5%	0.3%	-10%	-17%	0%	0.55	-0.23	0.73	0.45	7%	11%	9%
COc1ccc(C2/C=C\CN(C(=O)C3CC3)[C@H](Cc3ccccc3)C(=O)N2Cc2ccc(F)cc2)cc1 (some centres undefined)	-2.8%	-0.1%	7%	22%	2%	0.23	-0.76	0.26	-0.62	17%	2%	-2%
COc1ccccc1C(=O)Nc1nnc(CCc2ccccc2)s1	-0.7%	-0.3%	-17%	-120%[20 µM]	x	x	x	x	x	-2%	x	-30%
O=S1(=O)N=C(Nc2nc3c(s2)CCCC3)c2ccccc21	0.4%	0.2%	-12%	4%	12%	-0.37	-0.12	-0.13	0.51	-2%	-1%	-17%
Cc1nn(C(CC(=O)O)C(=O)O)c(C)c1Br (centres undefined)	0.4%	0.1%	8%	5%	-1%	-0.43	-0.24	-0.23	0.47	-2%	3%	-36%
O=C(Nc1ccccc1)Nc1cccn(Cc2c(F)cccc2Cl)c1=O	1.0%	0.4%	-50%	-4%	0%	-0.19	-0.3	0.094	0.22	-8%	-11%	34%
CC(=O)c1cc(C#N)c(NCc2cc(-c3ccccc3)no2)nc1C	3.6%	-0.1%	1%	-45%	0%	1	0.2	0.53	-1.6	46%	8%	-33%
Cc1cc(C)c(C(=O)CC(=O)c2ccccc2Cl)c(O)c1	0.6%	0.0%	14%	9%	x	x	x	x	x	-5%	x	-7%
Cc1nn(C)c(C)c1/C=N/N=C1\CCC2C3CCc4cc(O)ccc4C3CCC12C (centres undefined)	-4.2%	-0.2%	25%	27%	-2%	0.7	-0.33	0.58	-1.6	6%	-7%	44%
C=CCn1c(CCNC(=O)c2cccs2)nnc1SCC(=O)Nc1cccc(C(C)=O)c1	-3.6%	-0.2%	-11%	0%	2%	0.036	-0.21	0.42	-0.32	4%	3%	-2%
CN(CC(=O)NC1CCN(Cc2ccccc2)CC1)S(=O)(=O)c1ccc2c(c1)c(=O)n(C)c(=O)n2C	-8.1%	0.1%	12%	15%	1%	2.4	-0.13	1.5	-1.7	0%	-2%	-25%
O=C(c1ccc(O)cc1)c1ccc(O)cc1O	1.1%	0.0%	2%	6%	6%	-0.11	-0.22	0.37	-0.26	-7%	30%	-1%
CC1CCC(NC(=O)CCS(=O)(=O)c2ccc3c(c2)NC(=O)CS3)CC1 (centres undefined)	0.8%	0.7%	9%	-14%	x	x	x	x	x	2%	x	-25%
COc1ccc2c(c1)cc(C(=O)N[C@H](C(=O)N1CCC(C(=O)O)CC1)C(C)C)n2C	-1.2%	0.0%	-4%	-22%	x	x	x	x	x	22%	x	-7%
O=C(NCCO)Nc1ccc2nc(-c3ccco3)c(-c3ccco3)nc2c1	-1.7%	0.0%	-3%	-12%[20 µM]	u	0.9	-0.14	0.073	-0.66	u	-3%	-6%
CCc1cccc2cc3c(N)c(C(=O)Nc4ccc(S(=O)(=O)N5CCCC5)cc4)sc3nc12	-5.4%	12%	37%	-6%	5%	-6.6	26	1.9	0.29	3%	-7%	1%
Cc1ccc(NC(=O)Nc2nc3ccccc3s2)cc1NC(=O)Nc1nc2ccccc2s1	-0.7%	0.2%	-22%	8%	3%	0.14	-0.26	0.032	-0.11	16%	0%	-14%
CC(C)C(C(=O)NCc1ccco1)N(C(=O)CNS(=O)(=O)c1ccc(Cl)cc1)C1CCCC1 (centres undefined)	1.0%	-0.1%	-11%	9%	4%	0.59	-0.17	0.33	-0.8	5%	-2%	-24%
Cc1ccc(OCC(=O)NCCCNC(=O)c2ccccn2)cc1	6.9%	0.0%	-22%	-52%	x	x	x	x	x	5%	x	33%
Cc1ccc(S(=O)(=O)N2CCN(C(=O)c3c(-c4ccccc4)noc3C)CC2)cc1	2.8%	-0.1%	-4%	21%	x	x	x	x	x	12%	x	-32%
CCN1CCN(C(=O)CSc2nc(N)cc(N)n2)CC1	-2.7%	0.2%	8%	-2%[20 µM]	2%	1.1	-0.11	0.61	-1.4	4%	4%	-22%
COc1ccc(/C=C(/NC(=O)c2ccccc2OC)C(=O)Nc2ccc(C(=O)O)cc2)cc1	4.2%	0.2%	-10%	-1%	x	x	x	x	x	4%	x	-31%
COc1ccc(N2CCN(c3oc(-c4ccc(OC)c(OC)c4)nc3C#N)CC2)cc1	-1.3%	0.9%	22%	-3%	11%	-0.2	-0.11	-0.7	-1.5	14%	0%	31%

# Single records (already shown). Order of values: KOR beta-arrestin-1, GPR55 activation, NOD2 inhibition, KOR beta-arrestin-2, M1AAP inhibition, Dynein cargo inh, Dynein cargo inh cytoplasmic EGFP, Dynein cargo inh nuclear GR-EGFP, Dynein cargo inh cell count, AID2073, M17LAP inhibition, NOD1 NF-kB reporter
# `O=C(CN1C2=NCCCN2c2ccccc21)c1ccc(Br)s1` is listed with -4.2%, 0.2%, -7%, -20%, 6%, 3.1, -0.21, 2.4, -0.99, -5%, 1%, -26%
# `COc1ccc(/C=C(/NC(=O)c2ccccc2OC)C(=O)Nc2ccc(C(=O)O)cc2)cc1` is listed with 4.2%, 0.2%, -10%, -1%, x, x, x, x, x, 4%, x, -31%
